Source: PubChem (several laboratories)
PPC-1+TRAIL kill – kills PPC-1 cancer cells in the presence of TRAIL. 0.41% of 220,000 active. cell killing (% activity), % at 4 µM. AID 1443. PPC-1 cells + TRAIL, ATPLite viability luminescence;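 active means cell killing above 50% in the first pass at 4 µM, then a duplicate retest at 5 µM averaging 50% or more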;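 further: plate controls were cells with TRAIL plus DMSO for no effect and medium-only wells lacking cells for full effect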
NPY-Y1 PAM-ag – human NPY-Y1 potentiation or agonism, primary screen; P25929; NPY-Y1 expressing cells, potentiator/agonist activation; 0.37% of 220,000 active; activation, % at 3.6 µM; in the data active means activation above about 33%, passing the limit was not always enough;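 further: cells stimulated with NPY at EC10 then isoproterenol at EC100; 0% = low agonist plus stimulus and 100% = saturating agonist plus stimulus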
Target sequence (P25929 whole entry, looked up): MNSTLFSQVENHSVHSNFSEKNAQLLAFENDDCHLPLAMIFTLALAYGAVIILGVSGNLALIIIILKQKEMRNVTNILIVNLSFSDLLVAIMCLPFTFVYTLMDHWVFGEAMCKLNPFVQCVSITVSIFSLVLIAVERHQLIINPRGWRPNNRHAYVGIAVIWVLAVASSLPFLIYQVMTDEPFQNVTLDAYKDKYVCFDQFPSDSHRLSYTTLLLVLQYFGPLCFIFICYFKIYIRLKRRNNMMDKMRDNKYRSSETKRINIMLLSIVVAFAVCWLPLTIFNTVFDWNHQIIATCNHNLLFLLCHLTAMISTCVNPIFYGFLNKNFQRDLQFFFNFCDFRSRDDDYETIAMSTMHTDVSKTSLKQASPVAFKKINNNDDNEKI
TRPN1 ag – zebrafish TRPN1 (NompC) channel agonism; activation, % at 3 µM; AID 1424; HEK293 zebrafish TRPN1-YFP, Fluo-8 calcium fluorescence; 100% = response to 87 µM carbachol; 0.18% of 220,000 active;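 active means activation above its plate's cutoff, the mean activation of test wells on that plate plus 3 SD, cut at about 19% in these data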;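 further: 0% = DMSO alone and 100% = 87 µM carbachol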
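Material: zebrafish TRPN1-YFP in HEK293 cells. Doses: one dose of 3 µM, 0.3% DMSO. Incubation: dye 1 h 37 °C plus 30 min RT. Measured by: intracellular calcium fluorescence with Fluo-8.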
TRPML3 agonist – activates the human TRPML3 channel; HEK293 TRPML3-YFP, Fluo-8 calcium fluorescence; 100% = the carbachol control signal; activation, % at 3 µM; Q8TDD5; 0.29% of 220,000 active;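 active means activation above its plate's cutoff, the mean activation of the plate's test wells plus 3 SD, cut at about 12% in these data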;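 further: 0% = DMSO only wells and 100% = carbachol wells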
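Test system: TRPML3-YFP stable HEK293 cells. Doses: single point at 3 µM. Incubation: dye loading 1 h 37 °C then 30 min ambient, 125 s read. Signal: Fluo-8 calcium dye fluorescence, ex 470-495, em 515-575 nm. Measure: percent activation from peak-to-basal fluorescence ratio, scaled between DMSO and carbachol.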
EP2 modulator – modulates human prostaglandin E2 receptor EP2 signaling; P43116; EP2-expressing cells, cAMP HTRF FRET, PGE2 co-stimulation; induction, % at 25 µM; 0.83% of 260,000 active; AID 940;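 active means compounds whose cAMP rise, as percent of the full-agonist control response, exceeds 60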;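 further: rat C6 glioma line stably carrying human EP2 under a CMV promoter; the protocol text gives 20 µM as final concentration; 100% = response of wells given 1 µM PGE2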
Target sequence (P43116 whole entry, looked up): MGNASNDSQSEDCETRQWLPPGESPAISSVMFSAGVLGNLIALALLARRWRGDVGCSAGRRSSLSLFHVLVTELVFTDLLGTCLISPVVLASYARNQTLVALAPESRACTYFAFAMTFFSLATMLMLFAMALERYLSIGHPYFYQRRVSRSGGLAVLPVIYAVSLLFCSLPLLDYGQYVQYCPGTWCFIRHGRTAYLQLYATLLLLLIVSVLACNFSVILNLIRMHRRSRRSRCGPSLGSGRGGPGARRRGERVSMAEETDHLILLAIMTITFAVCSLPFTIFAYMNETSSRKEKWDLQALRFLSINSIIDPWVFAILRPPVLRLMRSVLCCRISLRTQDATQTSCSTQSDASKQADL
EP2 antag – inhibitors of human EP2 prostaglandin E2 receptor | inhibition, % at 25 µM | 0.52% of 260,000 active | AID 1422 | C6 glioma cells expressing human EP2, cAMP TR-FRET; cells stimulated with saturating PGE2 | P43116;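 active means percent inhibition above 40 after rounding to a whole number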;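 further: rat C6 glioma host cells with rolipram phosphodiesterase inhibitor present; the protocol text gives 20 µM as final concentration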
CHOP inhibitor – CHOP inhibition in unfolded protein response | inhibition, % at 10 µM | 3.8% of 220,000 active | CHO-K1 CHOP-promoter luciferase, tunicamycin-induced, 15-18 h;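 active means compounds that reduced the stress-induced luciferase reporter signal by more than about 70% of percent inhibition, limit read from the data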;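 further: 0% = tunicamycin plus vehicle and 100% = wells without tunicamycin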
14-3-3 Bad inh – disrupts binding of bovine 14-3-3 zeta to phospho-Bad peptide | inhibition, % at 21.7 µM | TR-FRET 14-3-3zeta/Dy647-pBad peptide displacement, 1 h | 0.71% of 220,000 active | AID 781 | P63103;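 active means inhibition above about 70%, limit read from the data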;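 further: 0% = full 14-3-3 plus peptide FRET controls and 100% = background without 14-3-3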
Target sequence (P63103 whole entry, looked up): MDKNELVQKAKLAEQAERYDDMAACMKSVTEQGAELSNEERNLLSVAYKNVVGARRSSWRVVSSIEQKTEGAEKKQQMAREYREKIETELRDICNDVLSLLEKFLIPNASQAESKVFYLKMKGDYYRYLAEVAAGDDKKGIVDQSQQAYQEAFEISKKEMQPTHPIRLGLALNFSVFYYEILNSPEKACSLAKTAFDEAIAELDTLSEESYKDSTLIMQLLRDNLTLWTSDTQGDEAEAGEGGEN
NPY Y1 blocker – blocks the human neuropeptide Y Y1 receptor; HEK293-CNG Y1 cells, membrane potential fluorescence; NPY at EC95, then isoproterenol; inhibition, % at 3.6 µM; 1% of 200,000 active;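 active means inhibition above the campaign mean inhibition of all tested compounds plus 3 SD, cut at about 20% in these data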;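 further: 0% = DMSO wells given NPY plus isoproterenol and 100% = isoproterenol alone without NPY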
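Test system: HEK293 cells co-expressing NPY Y1 receptor and cyclic-nucleotide gated channel; Also added: NPY (25 nM), isoproterenol (1 µM), Ro 20-1724 (25 µM); Compound dosing: one concentration, 3.6 µM, in 0.4% DMSO; Timing: dye 3 h, compound 60 min room temperature, stimulation 45 min; Technique: Membrane-potential fluorescent dye readout.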
An asterisk follows results filed as active; & = joins results of further samples; [ ] = dose if it differs, or a comment.

Results for Cc1c(Cl)cccc1-n1c(SCC(=O)N2CCC(C(=O)O)CC2)nnc1-c1ccncc1 ?
PPC-1+TRAIL kill: 0; NPY-Y1 PAM-ag: -1; TRPN1 ag: 0.9; TRPML3 agonist: 0.8; EP2 modulator: 24; EP2 antag: -1; CHOP inhibitor: 7; 14-3-3 Bad inh: -20; NPY Y1 blocker: 4

How did CCCC(=O)Nc1ccc(S(=O)(=O)Nc2cc(C)nc(C)n2)cc1 do in these assays?
PPC-1+TRAIL kill: -7; NPY-Y1 PAM-ag: -12; TRPN1 ag: 1.7; TRPML3 agonist: 0.3; EP2 modulator: 25; EP2 antag: 25; CHOP inhibitor: 7; 14-3-3 Bad inh: 15[fluorescence artefact?]; NPY Y1 blocker: 1

Results for CCOC(=O)c1[nH]c(C)c(C(=O)NC2CCCC2)c1C ?
PPC-1+TRAIL kill: -12; NPY-Y1 PAM-ag: -5; TRPN1 ag: 0.3; TRPML3 agonist: 0.0; EP2 modulator: 11; EP2 antag: 8; CHOP inhibitor: 24; 14-3-3 Bad inh: 7[fluorescence artefact?]; NPY Y1 blocker: 8

How did Cc1ccc(NC(=O)c2scc3c2CCCC3)cc1 do in these assays?
PPC-1+TRAIL kill: 7; NPY-Y1 PAM-ag: -4; TRPN1 ag: -0.6; TRPML3 agonist: -0.7; EP2 modulator: 3; EP2 antag: 8; CHOP inhibitor: 31; 14-3-3 Bad inh: -5; NPY Y1 blocker: 10

What do the screens show for `CCOc1ccc(CSCCNC(=S)Nc2ccccc2)cc1`?
PPC-1+TRAIL kill: -16; NPY-Y1 PAM-ag: 7; TRPN1 ag: -1.7; TRPML3 agonist: -0.5; EP2 modulator: -2; EP2 antag: 5; CHOP inhibitor: 36; 14-3-3 Bad inh: -6; NPY Y1 blocker: -8

Results for CCC(C)c1c(O)nc(SCC(=O)N2CCOCC2)[nH]c1=O (configuration not stated) ?
PPC-1+TRAIL kill: 8; NPY-Y1 PAM-ag: -5; TRPN1 ag: 1.7; TRPML3 agonist: 0.5; EP2 modulator: -5; EP2 antag: 5; CHOP inhibitor: -4; 14-3-3 Bad inh: -8; NPY Y1 blocker: 8

Results for Cc1ccccc1-c1nc2ccccc2o1 ?
PPC-1+TRAIL kill: -14; NPY-Y1 PAM-ag: -14; TRPN1 ag: 0.4; TRPML3 agonist: 0.5; EP2 modulator: 27; EP2 antag: 2; CHOP inhibitor: -5; 14-3-3 Bad inh: 1; NPY Y1 blocker: -1

Results for Cc1ccc2c(c1)N(CC(=O)N(Cc1ccc3c(c1)OCO3)CC1CCCO1)C(=O)C(C)O2 (configuration not stated) ?
PPC-1+TRAIL kill: 13; NPY-Y1 PAM-ag: 6; TRPN1 ag: 0.0; TRPML3 agonist: 0.3; EP2 modulator: 35; EP2 antag: 7; CHOP inhibitor: 3; 14-3-3 Bad inh: -5; NPY Y1 blocker: 5

Results for CCOc1ccc(N2C(=O)CC(N3CCc4ccccc43)C2=O)cc1 (configuration not stated) ?
PPC-1+TRAIL kill: 2; NPY-Y1 PAM-ag: -2; TRPN1 ag: -0.6; TRPML3 agonist: 0.6; EP2 modulator: 4; EP2 antag: 5; CHOP inhibitor: 11; 14-3-3 Bad inh: -7[fluorescence artefact?]; NPY Y1 blocker: -3

How did CCCCN(CC)CCNC(=O)c1cc2c(=O)[nH]c3ccccc3c2n1C do in these assays?
PPC-1+TRAIL kill: 6; NPY-Y1 PAM-ag: -8; TRPN1 ag: 0.0; TRPML3 agonist: 1.1; EP2 modulator: -4; EP2 antag: 7; CHOP inhibitor: 13; 14-3-3 Bad inh: 0; NPY Y1 blocker: -1

What do the screens show for `COc1cc(NC(=O)CCCSc2nc(-c3ccco3)cc(C(F)(F)F)n2)cc(OC)c1OC`?
PPC-1+TRAIL kill: 2; NPY-Y1 PAM-ag: -2; TRPN1 ag: -1.2; TRPML3 agonist: -0.6; EP2 modulator: -49; EP2 antag: 18; CHOP inhibitor: 47; 14-3-3 Bad inh: -10; NPY Y1 blocker: 2

How did Cc1ccccc1C(=O)N[C@H](C(=O)Nc1ccc(Cl)c(Cl)c1)C(C)C do in these assays?
PPC-1+TRAIL kill: 8; NPY-Y1 PAM-ag: -15; TRPN1 ag: 1.2; TRPML3 agonist: 0.8; EP2 modulator: -18; EP2 antag: 5; CHOP inhibitor: 16; 14-3-3 Bad inh: -9; NPY Y1 blocker: 3

Results for CCCC(=O)c1cc2cc(Cl)ccc2oc1=O ?
PPC-1+TRAIL kill: -12; NPY-Y1 PAM-ag: -10; TRPN1 ag: 0.4; TRPML3 agonist: -0.2; EP2 modulator: 11; EP2 antag: 8; CHOP inhibitor: 58; 14-3-3 Bad inh: -5[fluorescence artefact?]; NPY Y1 blocker: -6

How did COc1ccc(CNC(=O)CSc2nc3nc(C)cc(C)n3n2)cc1 do in these assays?
PPC-1+TRAIL kill: -2; NPY-Y1 PAM-ag: -1; TRPN1 ag: 2.3; TRPML3 agonist: 0.4; EP2 modulator: 10; CHOP inhibitor: 20; 14-3-3 Bad inh: 4[fluorescence artefact?]; NPY Y1 blocker: 0

How did CN1CCC(NC(=O)c2cccs2)CC1 do in these assays?
PPC-1+TRAIL kill: 6; NPY-Y1 PAM-ag: -16; TRPN1 ag: 1.1; TRPML3 agonist: -0.2; EP2 modulator: 5; EP2 antag: 10; CHOP inhibitor: 3; 14-3-3 Bad inh: 7; NPY Y1 blocker: 0

How did Cn1c(=O)c2nc(Cl)c(-c3ccccc3)nc2n(C)c1=O do in these assays?
PPC-1+TRAIL kill: 3; NPY-Y1 PAM-ag: -14; TRPN1 ag: 0.9; TRPML3 agonist: 0.0; EP2 modulator: 13; EP2 antag: 10; CHOP inhibitor: 6; 14-3-3 Bad inh: 22; NPY Y1 blocker: 1

What do the screens show for `CC1CC(C)CN(S(=O)(=O)c2ccc(F)c(C(=O)Nc3ccc(Cl)cc3F)c2)C1` (configuration not stated)?
PPC-1+TRAIL kill: 25; NPY-Y1 PAM-ag: -9; TRPN1 ag: 1.4; TRPML3 agonist: 0.4; EP2 modulator: 6; EP2 antag: 17; CHOP inhibitor: -5; NPY Y1 blocker: -1

What do the screens show for `Cc1ccc(-c2c[n+](CC(=O)Nc3ccc(C)cc3C)c3n2CCC3)cc1`?
PPC-1+TRAIL kill: 7; NPY-Y1 PAM-ag: 8; TRPN1 ag: 1.1; TRPML3 agonist: 0.3; EP2 modulator: 17; EP2 antag: 10; CHOP inhibitor: 0; 14-3-3 Bad inh: -12

How did CC1Cc2nc(SCC(=O)NCC3CCCO3)n(Cc3ccccc3)c(=O)c2S1 (configuration not stated) do in these assays?
PPC-1+TRAIL kill: 18; NPY-Y1 PAM-ag: 3; TRPN1 ag: 0.3; TRPML3 agonist: 0.2; EP2 modulator: 12; EP2 antag: 2; CHOP inhibitor: -1; 14-3-3 Bad inh: -11; NPY Y1 blocker: -4

Results for N#CCCN(C(=O)COC(=O)c1ccc(S(=O)(=O)Nc2ccccc2)cc1)c1ccccc1 ?
PPC-1+TRAIL kill: 28; NPY-Y1 PAM-ag: 5; TRPN1 ag: 1.8; TRPML3 agonist: 1.7; EP2 modulator: -25; EP2 antag: 7; CHOP inhibitor: -23; 14-3-3 Bad inh: 6; NPY Y1 blocker: -2

Results for O=C1Nc2c(Br)cc(Br)cc2C1(O)N1CCOCC1 (configuration not stated) ?
PPC-1+TRAIL kill: 5; NPY-Y1 PAM-ag: -5; TRPN1 ag: -0.6; TRPML3 agonist: 1.3; EP2 modulator: -2; EP2 antag: 12; CHOP inhibitor: -16; 14-3-3 Bad inh: 13; NPY Y1 blocker: 1

How did COc1cc(CO)c(Br)cc1OCC(=O)Nc1ccccc1C do in these assays?
PPC-1+TRAIL kill: 28; NPY-Y1 PAM-ag: -3; TRPN1 ag: -0.8; TRPML3 agonist: 0.5; EP2 modulator: -12; EP2 antag: 6; CHOP inhibitor: 2; 14-3-3 Bad inh: -12; NPY Y1 blocker: 0

What do the screens show for `CC(=O)N1N=C(c2cccc([N+](=O)[O-])c2)OC1(C)CC(=O)Nc1ccccc1` (configuration not stated)?
PPC-1+TRAIL kill: -1; NPY-Y1 PAM-ag: 4; TRPN1 ag: 1.3; TRPML3 agonist: -0.7; EP2 modulator: -1; EP2 antag: 5; CHOP inhibitor: 27; 14-3-3 Bad inh: 81*[fluorescence artefact?]; NPY Y1 blocker: -3

What do the screens show for `O=C(OC(C(=O)NC1CCCCC1)c1ccccc1)c1ccco1` (configuration not stated)?
PPC-1+TRAIL kill: 33; NPY-Y1 PAM-ag: -28; TRPN1 ag: -1.4; TRPML3 agonist: 0.1; EP2 modulator: 4&13; EP2 antag: 9&9; CHOP inhibitor: 21; 14-3-3 Bad inh: -3; NPY Y1 blocker: -6

How did Cc1c(C(=O)Nc2ccc3c(c2)OCO3)sc2ncn(CC(=O)N3CC(C)CC(C)C3)c(=O)c12 (configuration not stated) do in these assays?
PPC-1+TRAIL kill: 9; NPY-Y1 PAM-ag: -25; TRPN1 ag: 1.4; TRPML3 agonist: 0.8; EP2 modulator: -36; EP2 antag: 3; CHOP inhibitor: 14; 14-3-3 Bad inh: -3; NPY Y1 blocker: 0

What do the screens show for `O=c1cc(O)c2sc3nc(C(F)(F)F)c4c(c3c2[nH]1)CCCCC4`?
PPC-1+TRAIL kill: 25; NPY-Y1 PAM-ag: -8; TRPN1 ag: -0.7; TRPML3 agonist: 0.7; EP2 modulator: 3; EP2 antag: 11; CHOP inhibitor: -19; 14-3-3 Bad inh: -6; NPY Y1 blocker: 4

What do the screens show for `O=C(CSc1nc2ccccc2s1)Nc1ncccn1`?
PPC-1+TRAIL kill: 11; NPY-Y1 PAM-ag: -4; TRPN1 ag: 0.5; TRPML3 agonist: 0.4; EP2 modulator: 16; EP2 antag: 7; CHOP inhibitor: 2; 14-3-3 Bad inh: 2; NPY Y1 blocker: 4

How did O=[N+]([O-])c1ccc(C2=Nc3cc(Cl)ccc3OC2)cc1 do in these assays?
PPC-1+TRAIL kill: 12; NPY-Y1 PAM-ag: -14; TRPN1 ag: -0.9; TRPML3 agonist: 1.0; EP2 modulator: 1; EP2 antag: 11; CHOP inhibitor: -28; 14-3-3 Bad inh: 1; NPY Y1 blocker: -3

Some of the compounds tested; the hit share may differ from the screen's.
